Source: PubChem BioAssay
C diff HTS: C. difficile growth inhibitors, primary screen, HTS; Clostridium difficile clinical isolate growth, OD600, 24 h; hits give low values; growth activity, negative = inhibition, % at 16 µg/mL (by protocol); 86,000 compounds, 0.25% hits;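 active means mean growth activity at or below -80% and every replicate also at or below -80%; inconclusive means mean at or below -80% but some replicate above -80%; inactive means mean growth activity above -80%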;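 further: 0% = DMSO wells and -100% = levofloxacin 16 µg/mL wells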
T cruzi growth: T. cruzi intracellular proliferation inhibitors, primary screen, cell-based, beta-gal Tulahuen parasites, NIH3T3 host, luminescence | 77,000 compounds, 5.9% hits | inhibition, % at 8.34 µM | T. cruzi beta-gal in NIH3T3, GalScreen luminescence, 90 h;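 active means mean inhibition above about 93%, with at least 55% of replicates each passing it, limit read from the data, passing the limit was not always enough; inconclusive means only one of those two conditions holds; inactive means neither condition holds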
KDM4C inh: inhibitors of GASC-1 (KDM4C) histone demethylase, primary screen, biochemical, single concentration HTS; Lysine-specific demethylase 4C (Homo sapiens), Q9H3R0; GST-KDM4C 2-372, H3K9me3 peptide, LANCE TR-FRET; inhibition, % at 12.5 µM; 96,000 compounds, 0.15% hits; AID 720574, 2013;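 active means mean replicate inhibition above about 25%, with at least 55% of replicates also reaching it, limit read from the data, passing the limit was not always enough; inconclusive means only one of those two conditions met; inactive means neither condition met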
Target sequence (Q9H3R0 2-372 limits assumed): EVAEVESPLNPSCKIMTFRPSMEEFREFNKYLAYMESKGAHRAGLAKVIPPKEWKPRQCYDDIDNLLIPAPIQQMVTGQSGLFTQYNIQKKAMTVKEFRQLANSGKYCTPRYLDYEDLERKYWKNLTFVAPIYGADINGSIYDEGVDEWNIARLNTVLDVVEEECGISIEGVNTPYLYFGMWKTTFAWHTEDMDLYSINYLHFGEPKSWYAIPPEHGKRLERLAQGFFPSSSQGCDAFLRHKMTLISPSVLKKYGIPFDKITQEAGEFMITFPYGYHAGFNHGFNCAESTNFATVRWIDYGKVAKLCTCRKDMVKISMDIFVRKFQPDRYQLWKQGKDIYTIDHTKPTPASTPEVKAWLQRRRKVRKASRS
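System: N-terminal GST-fused human GASC-1 (KDM4C) fragment, residues 2-372; amount: enzyme final amount 10 nM; incubation: reaction 30 min RT, detection step 1 h RT; medium: HEPES buffer, pH 7.5, plus ascorbate; technique: LANCE TR-FRET, Eu antibody, ULight-streptavidin, EDTA, ex 340 nm, em 618/671 nm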
Pf Dd2 growth: P. falciparum Dd2 growth inhibitors, primary screen, SYBR Green fluorescence, single dose replicates. activity change, % at 10 µM. 94,000 compounds, 2.3% hits. 72 h; hits give low values; in the data active means activity change below about -80%; inconclusive means no clear call, values can overlap the other calls
The depositor's hits bear a star; ? = inconclusive; . = not tested or not shown; & = joins results of further samples.

Results follow in this order: C diff HTS	T cruzi growth	KDM4C inh	Pf Dd2 growth
Cc1ccccc1S(=O)(=O)NCC[C@H]1CC[C@@H](NC(=O)Nc2cccc(F)c2)[C@@H](CO)O1
→ -10	-45	-2.8	-8
CN1c2ccc(Br)cc2[C@H]2[C@H](CCN2C(=O)C2CCOCC2)[C@H]1CO
→ 2	20	2.3	26
CN(C)CC(=O)Nc1ccc2c(c1)[C@@H]1C[C@H](CC(=O)NCc3ccccn3)O[C@@H](CO)[C@@H]1O2
→ 6	.	1.0	28
CO[C@@H]1CN(C)C(=O)c2ccc(NC(=O)c3cnccn3)cc2OC[C@H](C)N(C)C[C@H]1C
→ -2	-14	-0.9	10
CC(C)NC(=O)Nc1cccc2c1O[C@@H](CN(C)Cc1ccc3c(c1)OCO3)[C@H](C)CN([C@@H](C)CO)C2=O
→ 0	.	0.2	-61
C[C@@H]1CCCCO[C@@H](CN(C)C(=O)Nc2ccc3c(c2)OCO3)[C@@H](C)CN([C@@H](C)CO)C(=O)c2cc(NC(=O)Cc3ccccc3)ccc2O1
→ 0	32	-0.4	-83*
CN(C)CC#Cc1ccc([C@@H]2[C@@H](CO)N3CCCCN(CC4CC4)C[C@H]23)cc1
→ 4	20	3.1	-51
CO[C@H]1CC[C@@H]2CCN(C)C(=O)[C@H](C)N(C)C(=O)c3cc(C#N)ccc3OC[C@H]1O2
→ 9	18	-1.4	.
CCC(=O)N(C)C[C@@H]1Oc2cc(C3=CCCC3)ccc2S(=O)(=O)N([C@H](C)CO)C[C@@H]1C
→ -3	58	4.3	-1
C[C@@H]1CN([C@@H](C)CO)C(=O)c2cc(NC(=O)Cc3ccccc3)ccc2O[C@H]1CN(C)Cc1ccc(C(F)(F)F)cc1
→ -5	?	0.2	-21
C[C@@H]1CN([C@@H](C)CO)S(=O)(=O)c2ccc(C3=CCCC3)cc2O[C@@H]1CN(C)C(=O)c1cnccn1
→ .	.	-0.5	-9
Cc1noc(C)c1S(=O)(=O)Nc1ccc2c(c1)CC(=O)N([C@@H](C)CO)C[C@@H](C)[C@H](CN(C)Cc1ccc(Oc3ccccc3)cc1)O2
→ 65	?	2.4	-70
COc1ccc(S(=O)(=O)Nc2ccc3c(c2)C(=O)N([C@@H](C)CO)C[C@H](C)[C@@H](CN(C)S(=O)(=O)c2cn(C)cn2)OCCCC[C@H](C)O3)cc1
→ 1	-67	0.9	22
C[C@H](CO)N1C[C@H](C)[C@H](CN(C)S(=O)(=O)c2ccc(F)cc2)Oc2ncc(-c3cccc(C(F)(F)F)c3)cc2C1=O
→ 6	109*	-0.9	-25
O=C(C[C@H]1CC[C@H]2NC[C@H](O)COC[C@@H]2O1)NCCN1CCCC1
→ -1	.	1.0	-5
COc1ccccc1NC(=O)N[C@H]1CC[C@@H](CCn2cc(-c3ccccc3)nn2)O[C@@H]1CO
→ -10	12	-0.4	-16
COc1ccc(NC(=O)N[C@H]2C=C[C@@H](CC(=O)NCc3ccccn3)O[C@H]2CO)cc1
→ -1	14	-0.8	13
C[C@@H]1CCCCO[C@H](CN(C)S(=O)(=O)c2cccs2)[C@@H](C)CN([C@H](C)CO)C(=O)c2cc(NS(=O)(=O)c3cn(C)cn3)ccc2O1
→ 5	.	-0.3	16
COc1ccc(S(=O)(=O)Nc2ccc3c(c2)CC(=O)N([C@H](C)CO)C[C@@H](C)[C@H](CN(C)CC2CC2)O3)cc1
→ 3	-29	8.1	15
O=C(C[C@@H]1C=C[C@@H](NS(=O)(=O)c2ccc(F)cc2)[C@H](CO)O1)NC1CCCCC1
→ .	34	-3.1	-6
C[C@@H]1CCCCO[C@H](CN(C)C(=O)C2CCCCC2)[C@@H](C)CN([C@@H](C)CO)C(=O)c2cc(NS(=O)(=O)c3ccccc3)ccc2O1
→ -8	58	3.7	-73
CCCC(=O)Nc1ccc2c(c1)C(=O)N(C)C[C@@H](OC)[C@H](C)CN(C(=O)CC1CC1)[C@@H](C)CO2
→ 1	-15	0.3	3
Cc1noc(C)c1NC(=O)Nc1cccc2c1O[C@@H](CN(C)S(=O)(=O)c1ccc(F)cc1)[C@@H](C)CN([C@@H](C)CO)C2=O
→ -7	60	-3.9	5
Cc1noc(C)c1NC(=O)Nc1ccc2c(c1)C(=O)N([C@H](C)CO)C[C@H](C)[C@H](CN(C)C(=O)Cc1ccccc1)OCCCC[C@H](C)O2
→ -3	106*	0.0	-3
CCC(=O)N1[C@@H](CO)[C@@H](c2ccc(-c3ccccc3)cc2)[C@@H]1CNC(=O)COC
→ -9	19	-2.1	-22
C[C@H](CO)N1C[C@H](C)[C@@H](CN(C)S(=O)(=O)c2ccccc2F)Oc2cc(-c3ccncc3)ccc2S1(=O)=O
→ 4	.	0.2	-18
CCCC#Cc1cnc2c(c1)C(=O)N([C@@H](C)CO)C[C@H](C)[C@@H](CN(C)C(=O)C1CC1)O2
→ -2	21	0.4	4
C[C@H](CO)N1C[C@H](C)[C@@H](CN(C)Cc2ccc3c(c2)OCO3)Oc2ccc(NS(=O)(=O)c3cccs3)cc2CC1=O
→ -12	94	0.2	-17
CC(C)CC#Cc1ccc2c(c1)O[C@H](CN(C)Cc1cncnc1)[C@@H](C)CN([C@@H](C)CO)S2(=O)=O
→ -9	111*	0.6	-31
O=C(C[C@H]1CC[C@@H]2[C@H](COC[C@@H](O)CN2C(=O)c2ccccc2F)O1)NCc1ccc(Cl)cc1
→ .	-25	-1.2	7

Some entries already given, showing only KDM4C inh, T cruzi growth and C diff HTS:
molecule	KDM4C inh	T cruzi growth	C diff HTS
CN(C)CC#Cc1ccc([C@@H]2[C@@H](CO)N3CCCCN(CC4CC4)C[C@H]23)cc1	3.1	20	4
CO[C@H]1CC[C@@H]2CCN(C)C(=O)[C@H](C)N(C)C(=O)c3cc(C#N)ccc3OC[C@H]1O2	-1.4	18	9
CCC(=O)N(C)C[C@@H]1Oc2cc(C3=CCCC3)ccc2S(=O)(=O)N([C@H](C)CO)C[C@@H]1C	4.3	58	-3

Additional records:
Results follow in this order: C diff HTS	T cruzi growth	KDM4C inh	Pf Dd2 growth
Cc1noc(C)c1S(=O)(=O)N(C)C[C@H]1Oc2c(NC(=O)c3cnccn3)cccc2C(=O)N([C@@H](C)CO)C[C@H]1C
→ .	-58	-0.6	-12
CNC(=O)C[C@H]1CC[C@H]2[C@H](COc3ccc(NC(=O)Nc4cccc(C)c4)cc3C(=O)N2C)O1
→ -3	13	-0.6	-1
O=C(C[C@H]1CC[C@@H]2[C@H](COC[C@H](O)CN2S(=O)(=O)c2ccccc2)O1)NCCN1CCCCC1
→ -1&-4	48	-1.6	.
COc1ccc(NC(=O)N(C)C[C@@H]2Oc3ncc(C#C[C@@H](C)O)cc3C(=O)N([C@H](C)CO)C[C@@H]2C)cc1
→ 2	82	-0.5	-5
Cc1noc(C)c1NC(=O)N(C)C[C@H]1OCCCC[C@@H](C)Oc2ccc(NC(=O)Cc3ccccc3)cc2C(=O)N([C@@H](C)CO)C[C@H]1C
→ 0	6	-0.1	-27
CCC(=O)Nc1ccc2c(c1)OC[C@H](C)N(CC1CC1)C[C@H](C)[C@@H](OC)CN(C)C2=O
→ 2	.	1.2	-7
Cc1noc(C)c1NC(=O)N(C)C[C@H]1OCCCC[C@H](C)Oc2ccc(NC(=O)Cc3ccccc3)cc2C(=O)N([C@H](C)CO)C[C@@H]1C
→ -2	11	0.0	-5
C[C@H](CO)N1C[C@H](C)[C@@H](CN(C)S(C)(=O)=O)OCCCC[C@H](C)Oc2ccc(NC(=O)Nc3ccccc3)cc2C1=O
→ 3	80	-0.1	59
COc1cccc(-c2ccc3c(c2)[C@H]2[C@H](CCN2C(=O)Nc2ccccc2OC)[C@@H](CO)N3C)c1
→ 1	86	-3.5	3
N#C[C@H]1[C@@H](c2ccc(-c3ccccc3F)cc2)[C@H](CO)N1C(=O)c1ccccn1
→ 6	85	-0.4	1
CN(C)C(=O)c1cccc(-c2ccc(C3[C@@H]4CN(S(=O)(=O)c5ccc(F)cc5)C[C@H]3N4)cc2)c1 (stereo partly drawn)
→ -14&-3	.	-0.7&1.4	1&-3
O=C(Cc1ccccc1)N1C[C@@H]2[C@H](c3ccccc31)[C@H](CO)N2C(=O)C1CC1
→ -4	27	2.9	3
C[C@H](CO)N1C[C@H](C)[C@H](CN(C)Cc2ccc(Cl)c(Cl)c2)Oc2ccc(NC(=O)CCC(F)(F)F)cc2C1=O
→ 0	-15	0.4	22
Cc1noc(C)c1S(=O)(=O)Nc1cccc2c1O[C@H](CN(C)Cc1ccc(C(=O)Nc3ccccc3N)cc1)[C@H](C)CN([C@@H](C)CO)C2=O
→ .	?	0.4	-73
C[C@@H]1CCCCO[C@H](CN(C)C(=O)CCC(F)(F)F)[C@@H](C)CN([C@H](C)CO)C(=O)c2cc(NS(=O)(=O)c3ccccc3)ccc2O1
→ -12	22	-1.6	-11
C[C@H](CO)N1C[C@H](C)[C@H](CN(C)Cc2ccccc2C(F)(F)F)OCc2cn(nn2)CCCC1=O
→ .	-6	0.4	-14
C[C@H](CO)N1C[C@H](C)[C@H](CN(C)Cc2ccc3c(c2)OCO3)Oc2ncc(-c3ccc(F)cc3)cc2C1=O
→ 13	.	-1.8	-12
C[C@@H]1CCCCO[C@@H](CN(C)C(=O)C2CCCCC2)[C@@H](C)CN([C@H](C)CO)C(=O)c2cc(NC(=O)Nc3ccc(F)cc3)ccc2O1
→ 10	12	1.2	-49
C[C@@H]1CN([C@H](C)CO)C(=O)c2cc(NC(=O)c3ccncc3)ccc2O[C@@H]1CN(C)Cc1ccc(Oc2ccccc2)cc1
→ -11	20	-1.1	6
CC=Cc1ccc2n(c1=O)C[C@@H]1[C@@H](CO)[C@H](C(=O)NCC3CC3)[C@H]2N1C(=O)C1CC1 (mixture of isomers)
→ 1	9	0.2	0
O=C(Nc1cccc(F)c1)N1C[C@H]2[C@@H](c3ccccc31)[C@H](CO)N2C(=O)c1ccccc1F
→ 5	49	0.8	-59
Cc1ccc(S(=O)(=O)Nc2ccc3c(c2)C(=O)N([C@@H](C)CO)C[C@H](C)[C@H](CN(C)Cc2ccc(C(=O)O)cc2)O3)cc1
→ 2	29	-0.6	17
C[C@@H]1CN([C@@H](C)CO)C(=O)c2cc(C#CC3(O)CCCC3)cnc2O[C@H]1CN(C)Cc1ccccc1
→ -1	19	1.0	-21
CC(=O)N[C@H]1CC[C@H](CCNC(=O)C2CCCC2)O[C@H]1CO
→ -1	.	3.6	-10
COCC#Cc1ccc2c(c1)O[C@@H](CN(C)Cc1ccncc1)[C@H](C)CN([C@@H](C)CO)S2(=O)=O
→ -1	?	2.4	-8
COc1ccc(C#Cc2ccc([C@@H]3[C@@H](CO)N4CCCCN(C(=O)Nc5ccccc5)C[C@@H]34)cc2)cc1
→ 6	111*	-2.3	-37
O=C(C1CCOCC1)N1C[C@@H]2[C@H](c3ccccc31)[C@@H](CO)N2Cc1ccccc1F
→ 0	-44	1.1	6
COCC(=O)N[C@@H]1C=C[C@H](CC(=O)N2CCCCC2)O[C@H]1CO
→ .	-9	0.6	-2
C[C@H](CO)N1C[C@H](C)[C@H](CN(C)C)Oc2ccc(NC(=O)C3CC3)cc2CC1=O
→ 0	19	1.3	-4
C[C@@H]1CN([C@@H](C)CO)C(=O)Cc2cc(NC(=O)c3ccncc3)ccc2O[C@H]1CN(C)Cc1ccc(C(=O)Nc2ccccc2N)cc1
→ -4	60	-0.1	-12
CO[C@@H]1CN(C)C(=O)c2cc(NC(=O)c3ccccc3F)ccc2OC[C@H](C)N(C(=O)c2ccccc2F)C[C@H]1C
→ .	26	1.6	-34
CCCC(=O)Nc1ccc2c(c1)OC[C@H](C)N(C(=O)c1ccccc1F)C[C@H](C)[C@@H](OC)CN(C)C2=O
→ 1	.	-0.1	8
CNC[C@H]1Oc2c(NC(=O)c3nc4ccccc4s3)cccc2C(=O)N([C@@H](C)CO)C[C@H]1C
→ -3	22	-2.1	-56
Cn1cnc(CCNC(=O)C[C@H]2CC[C@H]3[C@@H](COC[C@H](O)CN3C(=O)C3CC3)O2)c1
→ 3	-17	-0.5	1
CN1CCN(C(=O)C[C@@H]2CC[C@H]3[C@@H](COc4ccc(NC(=O)C5CCCC5)cc4C(=O)N3C)O2)CC1
→ -1	.	0.1	10

Two entries from above, with tabs.
compound	C diff HTS	T cruzi growth	KDM4C inh	Pf Dd2 growth
CCCC(=O)Nc1ccc2c(c1)OC[C@H](C)N(C(=O)c1ccccc1F)C[C@H](C)[C@@H](OC)CN(C)C2=O	1	.	-0.1	8
CNC[C@H]1Oc2c(NC(=O)c3nc4ccccc4s3)cccc2C(=O)N([C@@H](C)CO)C[C@H]1C	-3	22	-2.1	-56
